APEX1 inh – APE1 (human) endonuclease inhibition. P27695. recombinant APE1, TAMRA/BHQ-2 abasic DNA cleavage fluorescence. Potency, µM (doses to about 65.8 µM), inactives show top-dose activity change, negative = inhibition, most hits filed as inhibitors. actives 0.35% (n = 350,000). AID 2517;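 also: potency is read from the fitted curve at half-maximal effect; plate controls were vehicle for no effect and reference inhibitor for full effect; nearly all actives have a fitted effect of over 55% in size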
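Measures dequenching upon AP-site incision of a 5'-TAMRA/3'-BHQ-2 THF-containing duplex, 50 nM; human APE1 0.75 nM after 15 min room-temperature exposure to compound; kinetic three-point read at one-minute spacing.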
POLH inh – inhibitors of human DNA polymerase eta. Q9Y253. recombinant Pol eta, fluorescent DNA replication assay. Potency, µM (titrated, usually from 114 µM), inactives show top-dose activity change, negative = inhibition, hits mostly inhibitors. actives 1.2% (n = 390,000). AID 588591; also: potency is read from the fitted curve at half-maximal effect; % is scaled to controls: 0 for no effect and ±100 for the full control effect
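Fluorescent replication assay: 50 nM final substrate added after a 15 min room-temperature compound preincubation with 10 nM enzyme. Signal taken at 0 min and again at 10 min.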
POLK inh – inhibitors of human DNA polymerase kappa | Q9UBT6 | purified Pol kappa, fluorescent DNA synthesis assay, 10 min | Potency, µM (top dose mostly 107 µM), for inactives: at the top dose activity, negative = inhibition, hits mostly inhibitors | actives 0.53% (n = 400,000) | AID 588579; also: potency is read from the fitted curve at half-maximal effect; % is scaled to controls: 0 for no effect and ±100 for the full control effect
Target sequence (Q9UBT6 whole entry, looked up): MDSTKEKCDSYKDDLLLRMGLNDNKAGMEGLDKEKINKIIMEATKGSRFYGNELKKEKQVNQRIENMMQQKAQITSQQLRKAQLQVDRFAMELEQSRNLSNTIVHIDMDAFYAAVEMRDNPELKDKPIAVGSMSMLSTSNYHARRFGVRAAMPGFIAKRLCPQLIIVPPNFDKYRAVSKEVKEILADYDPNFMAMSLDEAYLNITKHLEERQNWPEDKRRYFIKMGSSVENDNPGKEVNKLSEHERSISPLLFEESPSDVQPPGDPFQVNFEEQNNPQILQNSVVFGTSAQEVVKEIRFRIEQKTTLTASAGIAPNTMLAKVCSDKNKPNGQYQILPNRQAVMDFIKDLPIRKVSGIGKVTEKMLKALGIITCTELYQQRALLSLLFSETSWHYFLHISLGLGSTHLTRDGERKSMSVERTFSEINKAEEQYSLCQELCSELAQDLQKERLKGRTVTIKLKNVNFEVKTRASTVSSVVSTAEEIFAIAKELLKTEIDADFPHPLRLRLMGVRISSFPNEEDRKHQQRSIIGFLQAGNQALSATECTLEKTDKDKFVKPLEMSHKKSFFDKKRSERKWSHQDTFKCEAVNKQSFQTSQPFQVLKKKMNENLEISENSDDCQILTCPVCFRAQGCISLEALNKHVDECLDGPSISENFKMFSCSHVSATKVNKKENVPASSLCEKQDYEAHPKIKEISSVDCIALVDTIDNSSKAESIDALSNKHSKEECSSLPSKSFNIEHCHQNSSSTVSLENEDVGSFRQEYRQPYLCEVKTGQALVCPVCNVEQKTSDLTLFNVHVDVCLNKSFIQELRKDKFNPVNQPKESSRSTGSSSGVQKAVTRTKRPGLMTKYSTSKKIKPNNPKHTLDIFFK
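Activity was followed as the change in fluorescence between reads at 0 and 10 min after starting the reaction with 50 nM substrate. Beforehand, 10 nM polymerase had been preincubated with compound for 15 min at room temperature.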
BLM helicase inh – inhibitors of human Bloom syndrome helicase BLM; Potency, µM (top dose mostly 56.1 µM), for inactives: at the highest dose activity change, negative = inhibition, hits mostly inhibitors; AID 2528; P54132; actives 0.2% (n = 350,000); recombinant BLM DNA unwinding, fluorescence dequenching;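 also: potency is read from the fitted curve at half-maximal effect; plate controls were vehicle for no effect and no enzyme for full effect; nearly all actives have a fitted effect of over 35% in size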
Apoferritin bind – candidate novel general anesthetic via apoferritin binding; P02791; apoferritin/1-aminoanthracene competitive binding, fluorescence; Potency, µM (highest dose often 77.5 µM), for inactives: at the top dose activity change, negative = displacement, usual class: inhibitors; actives 0.074% (n = 350,000); AID 485281; also: potency is read from the fitted curve at half-maximal effect; % is scaled to controls: 0 for no effect and ±100 for the full control effect; nearly all actives have a fitted effect of over 20% in size
Target sequence (P02791 2-175 limits assumed): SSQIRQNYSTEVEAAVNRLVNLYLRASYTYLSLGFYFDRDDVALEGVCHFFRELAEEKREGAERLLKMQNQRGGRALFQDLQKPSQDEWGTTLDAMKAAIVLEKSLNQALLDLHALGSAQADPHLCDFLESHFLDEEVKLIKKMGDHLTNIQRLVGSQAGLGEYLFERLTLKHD
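10 uM apoferritin + 50% sat. 1-AMA, PBS; cpd 10 min RT; Ex380/Em535 endpoint; normalized to free probe vs complex; 4-param Hill fit; propofol titration as pos. ctrl.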
Pol beta inh – blocks human DNA polymerase beta activity | Potency, µM (highest dose often 114 µM), for inactives: at the highest dose activity change, negative = inhibition, most hits filed as inhibitors | Pol beta primer extension/strand displacement, fluorescence kinetic | P06746 | actives 1.3% (n = 340,000); also: potency is read from the fitted curve at half-maximal effect; % is scaled to controls: 0 for no effect and ±100 for the full control effect
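Reaction started by 50 nM substrate onto compound-treated Pol beta (10 nM, 15 min preincubation, room temperature); plates read at 0 min and 10 min. Normalized concentration-effect data fitted by four-parameter Hill equation.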
Tb PGK inh – blocks T. brucei phosphoglycerate kinase | P07378 | PGK/GAPDH coupled, Kinase-Glo luminescence, 60 min | Potency, µM (highest dose often 57.5 µM), inactives show at the top dose activity change, negative = inhibition, most hits filed as inhibitors | actives 0.043% (n = 380,000) | AID 602233; also: potency is read from the fitted curve at half-maximal effect; % is scaled to controls: 0 for no effect and ±100 for the full control effect; nearly all actives have a fitted effect of over 60% in size
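Recombinant glycosomal PGK reaction used 1,3-bisphosphoglycerate generated in-well by GAPDH (100nM final) in 100mM TEA pH 7.6, 5mM MgCl2, 0.01% Tween-20. After 60 minutes at room temperature, ATP was read by Kinase-Glo Plus luminescence end-point.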
Pol iota inh – blocks human DNA polymerase iota activity; Pol iota fluorescent replication assay, 10 min; Potency, µM (series often up to 115 µM), for the others: at the top dose activity, negative = inhibition, hits mostly inhibitors; actives 1% (n = 390,000); AID 588590; also: potency is read from the fitted curve at half-maximal effect
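Pol iota at 10 nM preincubated 15 min with compounds at room temperature; reaction started with fluorescent substrate, 50 nM final. Fluorescence read kinetically at 0 and 10 min; buffer-only wells as negative control.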
RXFP1 antag – RXFP1 (human) relaxin receptor antagonism. actives 0.59% (n = 350,000). activity change, negative = inhibition, % at 57.5 µM. Q9HBX9. HEK293-RXFP1, relaxin-stimulated cAMP HTRF, 30 min; hits give low values;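 active = activity change of -60% or lower, but not beyond a set lower limit; inconclusive = change between -60% and -40%, or beyond the set limit; inactive = change above -40%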; also: % is scaled to controls: 0 for no effect and ±100 for the full control effect
Starred values were filed as active, the others as inactive; i = inactive; u = inconclusive; x = not tested or not shown; & = joins results of further samples; [ ] = remark or other dose. Unless noted, calls follow the shape of the dose curve; as a rule, active = well fitted curve in the direction sought with a large enough effect; inconclusive = small, poorly fitted or top-dose-only effect, or another doubt; inactive = no such curve, though single readings can be large; an effect the other way counts as inactive or inconclusive. A portion of the library (hit frequency here may not be typical).

smiles,BLM helicase inh,Apoferritin bind,RXFP1 antag,Tb PGK inh,Pol iota inh,POLH inh,APEX1 inh,Pol beta inh,POLK inh
COc1ccc(C(=O)Nc2c(Cl)cc(Cl)cc2C(=O)N2CCOCC2)cc1,-1%,-3%,2,-6%,32%[activator],-17%,-2%,u,5%[60.1 µM]
CN(CC(=O)Nc1ccc(Cl)c(Cl)c1)C(=O)/C=C/c1ccc(F)cc1,0%,0%,0,-4%,2%,-9%,-7%,-7%[57.1 µM],-18%
Cc1ccc(S(=O)(=O)N2CCC(C(=O)OCC(=O)N(Cc3ccccc3)C(C)(C)C)CC2)cc1C,x,x,-1,-1%,-9%,-13%,-3%,x,-7%
Cc1ccc(S(=O)(=O)N2CCN(C(=O)CN3C(=O)c4ccccc4C3=O)CC2)c(C)c1,x,x,2,i,-4%,-9%,18%,x,6%
COc1ccc(Oc2c(C(F)(F)F)oc3cc(OCC(=O)O)ccc3c2=O)cc1,2%,-2%,13,-5%,21%,-6%,18%,9%,-6%
Cc1cc(C2=NNC(=NCCc3ccccc3)SC2)c(C)n1CC1CCCO1 (stereo not drawn),0%,u,-3,i,60%[activator],-15%,4%,3%,7%
COc1cccc(C(=O)Nc2ccc(N(C)C)cc2)c1OC,-1%,-21%,-13,0%,23%,-4%,0%,0%,0%
O=C(/C=C/c1ccccc1)NCCc1ccc2c(c1)OCCO2,1%,-10%,-4,-2%,136%[activator],-5%,-4%,2%,-9%
O=C(COC(=O)/C=C/c1cn(-c2ccccc2)nc1-c1ccc2c(c1)OCCO2)NC1CCS(=O)(=O)C1 (stereo not drawn),-9%,-7%,20,4%,-15%,-6%,-3%,2%,-6%
CC(C)(C)C(=O)Cn1c(=O)n(-c2ccc(Cl)cc2)c(=O)c2c3c(sc21)CCCC3,-10%,-6%,x,9%,17%,-21%,x,-2%,-3%
COc1ccc(S(=O)(=O)NCc2ccccn2)cc1Cl,3%,-3%,2,-3%,1%,-5%,17%,0%,7%
N#CC1=C2N=C(N)c3ccccc3N2C2=C(C(=O)CCC2)C1c1cccc(Cl)c1 (stereo not drawn),-9%,-2%,x,9%,14%,-15%,-4%,0%,-25%
Cc1cc(-c2ccc(N3CCOCC3)cc2)nc2ccccc12,0%,5%,-10,0%,-19%,-19%,3%,1%[57.1 µM],-5%
CCCCSc1nn[nH]n1,-1%,-7%,4,-5%,-17%,4%,-2%,2%,-2%
Cc1ccc(C)c(NC(=O)CSc2nc(=O)n(CCN(C)C)c3c2CCC3)c1,3%,3%,2,0%,22%,-12%,x,5%,0%[60.1 µM]
COc1ccc(CCNC(=O)COC(=O)Cc2c[nH]c3ccccc23)cc1OC,x,x,8,-1%,102%[activator],-22%,-6%,x,-5%
CC(=O)NC12CC3CC(C1)CC(C(=O)OCC(=O)NC(=O)c1cccn1C)(C3)C2,-2%,-7%,-21,i,1%,0%,-7%,-11%,9%
COc1ccc(CCNC(=O)C(=O)NCC(c2cccs2)S(=O)(=O)c2ccccc2)cc1 (stereo not drawn),-1%,45%[activator],x,-16%,89µM*,-14%,x,u,-21%[60.1 µM]
C#CCOCCOCCOCCNc1nc(N2CCN(C(=O)[C@H]([C@@H](C)O)n3cc(CCCCN)nn3)CC2)nc(N2CCN(C(=O)[C@H](CCCCN)n3cc(CCCC)nn3)CC2)n1,x,x,x,-1%,2%,-2%,-2%,x,2%
CC(=O)C1=C(O)C(=O)N(CCN2CCOCC2)C1c1ccc(N(C)C)cc1 (stereo not drawn),x,x,x,0%,17%,-7%,x,x,-10%
O=C(O)C1CCN(C(=O)c2ccccc2C(=O)N2CCC(C(=O)O)CC2)CC1,3%,-11%,-15,-7%,22%,-8%,-2%,-9%,6%
Cc1ccc(CNc2ccc3c(c2)ncn3C(C)(C)C)cc1,-9%,u,9,-1%,4%,-18%,-1%,8%,-21%
Cc1ccsc1C1NC(=O)c2ccccc2N1 (stereo not drawn),0%,-4%,-14,6%,9%,-10%,8%,33%,-11%
O=S1(=O)OCCC(c2ccccc2)N1Cc1ccccc1 (stereo not drawn),-5%,-14%,x,8%,12%,-29%,-1%,1%,-3%
S=c1[nH]cc(-c2ccc(Cl)cc2)n1-c1ccccc1,-5%,-4%,-22,i,4%,-8%,-2%,-22%,-6%
CCOC(=O)c1c(S(=O)(=O)NCC(=O)Nc2cc(C)ccn2)c(C)n(C)c1C,3%,-2%,-10,1%,-8%,8%,-10%,-3%,-8%
CC(=O)c1ccc(NC(=O)c2ccc(CN3C(=O)CCn4nc(C)cc43)cc2)cc1,-2%,-9%,-10,-8%,23%,-3%,x,-7%,0%
CCOC(=O)c1ccc(NC(=O)CN2C(=O)CSCC2=O)cc1,1%,3%,-3,-6%,-10%,8%,-6%,0%,-2%[60.1 µM]
COc1ccc(OC)c(CN2CCN(S(=O)(=O)c3ccccc3)CC2)c1,-9%,15%,-2&5,3%&-3%,-21%[58.9 µM],-24%&-8%,x,-1%,-2%
CCCCN(C)C(=O)C1CCCN(S(=O)(=O)c2ccc3c(c2)oc(=O)n3C)C1 (stereo not drawn),0%,-16%,4,i,13%,5%,16%,7%,0%
O=C(c1ccc2nc(N3CCOCC3)sc2c1)N1CCCC1,0%,3%,x,-14%,6%,-16%,2%,-1%,9%
COc1ccc(/C=N/n2c(SC)nnc2-c2ccccc2)cc1C,-12%,u,-19,-6%,2%,-4%,18%,16%,-2%
COc1cc(/C=C2\C(=N)N3N=C(S(C)(=O)=O)SC3=NC2=O)ccc1OCCOc1ccccc1C,-24%,-8%,2,u,49%[activator],50µM*,u,50µM*,-17%
Cc1ccc(C(=O)CSc2n[nH]c(-c3ccco3)n2)cc1C,-5%,-13%,11,-1%,2%,5%,-3%,u,-13%
COCc1[nH]nc2c1C1(C(=O)N(C)c3ccccc31)C(C#N)=C(N)O2 (stereo not drawn),-3%,-8%,10,-3%,-5%,-10%,2%,10%,8%
c1coc(C2OCC3(CO2)COC(c2ccco2)OC3)c1 (stereo not drawn),-6%,-7%,-10,-9%,13%,0%,4%,7%,-8%
O=C(NCc1ccc2c(c1)OCO2)c1c(O)nc2sccn2c1=O,x,x,x,-4%,u,-9%,10%,x,-30%
Cc1c(C(C)(C)C)s/c(=N/S(=O)(=O)c2ccccc2)n1C,-2%,-20%,16,1%,-13%,-4%,16%,-14%,-8%
O=S(=O)(NN=C1CCCCCC1)c1ccc(Cl)cc1,-4%,-5%,4,-7%,19%,-6%,17%,0%,3%
CC(C)(C)OC(=O)N1CCC(NC(=O)c2nc[nH]c2C(=O)NCC(=O)OCc2ccccc2)CC1,-5%,u,x,8%,23%,-17%,-9%,-2%,-18%
CCCCCn1c(=O)[nH]c2cc(C(=O)Nc3ccc(OC)c(OC)c3)ccc2c1=O,-2%,-11%,x,-10%,u,-1%,x,-24%,-29%
Cc1ccc(-c2noc(CN3CCC(C(N)=O)CC3)n2)cc1,2%,-5%,-10,6%,39%[activator],-12%,2%,25%,-3%
Cc1cccc(NS(=O)(=O)c2ccc(C)c(C(=O)N(C)C3CCN(C)CC3)c2)c1,x,x,-7,0%,17%,-21%,-7%,x,-14%
CCCC(=O)Nc1cc(C)c(NC(=O)c2ccco2)cn1,-9%,-15%,-11,7%,93%[activator],-3%,13%,7%,1%
C=CCn1c(SCc2c(C)noc2C)nc2sc3c(c2c1=O)CCC(C)C3 (stereo not drawn),-5%,-13%,-14,-9%,-3%,-12%,-3%,2%,7%
Cc1ccc(NC(c2nnc(-c3ccccc3)o2)c2ccccc2F)c(Cl)c1 (stereo not drawn),-9%,27%,-32,-5%,28%,-14%,x,-2%,15%
CCOc1ccc(-c2csc3ncnc(Nc4cccc(O)c4)c23)cc1,-2%,-5%,-21,4%,13%,-20%,x,1%,-1%
O=S(=O)(Nc1ccncc1)c1cc(Cl)ccc1Cl,-1%,8%,-1,-3%,-21%,-7%,5%,33%,-8%
Cc1ccc(-n2ncc3c2CCCC3NC(=O)CCCN2CCCCC2=O)cc1C (stereo not drawn),-1%,-7%,-6,-4%,18%,-10%,18%,1%,-22%
Cc1cccc(OCC(=O)OC(C)CN2CCCCC2)c1 (stereo not drawn),0%,-4%,1,-8%,-15%,-11%,8%,38%,6%

(next part)
smiles,BLM helicase inh,Apoferritin bind,RXFP1 antag,Tb PGK inh,Pol iota inh,POLH inh,APEX1 inh,Pol beta inh,POLK inh
CNC(=S)N1CCc2ccccc2C1,-2%,-6%,5,-8%,10%,2%,4%,1%,-2%
c1ccc2c(c1)NC1(CCCCCC1)n1c-2nc2ccccc21,-1%,41%[activator],17,1%,u,-8%,-2%,30%,-14%
CCOc1ccc(-c2c(C(=O)N/N=C(\C)c3ccccc3OC)nnn2-c2nonc2N)cc1,-2%,-6%,-1,7%,-13%,-6%,-11%,32%,-9%
CC(C)(C)N(C=C(Cl)Cl)C(=O)NC1CCCCC1,-1%,u,0,i,-2%,-15%,3%,27%,-4%
CCOc1cc(/C=N/NC(=O)c2ccc(CSc3nncn3C)cc2)ccc1OCC(=O)N1CCOCC1,1%,-3%,0,0%,14%,16%,8%,-16%,-20%
C=CCn1c(C)cc(C(=O)COC(=O)c2ccc(N)c([N+](=O)[O-])c2)c1C,-5%,-11%,-2,1%,12%,u,1%,u,-3%
COc1ccc(C(=O)NCCCn2cccn2)cc1OC1CCN(C(C)=O)CC1,0%,-4%,-6,-3%,31%[activator],-13%,7%,-4%,-13%

Screening data deposited in PubChem by National Center for Advancing Translational Sciences (NCATS).
